IL2 activator – IL-2 activation. 360,000 compounds, 0.065% hits. IL-2 activation reporter assay, cell-based qHTS; stimulated with anti-CD3/CD4/CD28 beads; in transgenic mouse T cells. activation, % (series mostly up to about 46 µM). AID 652025; in the data active = activation above about 50%; inconclusive = mostly about 30% to 49%; note: 0% is about no effect
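Unstimulated transgenic mouse T cells preincubated 60 min with compound, then stimulated with anti-CD3/anti-CD4-coated beads plus anti-CD28 for 18 h at 37 degrees C. IL-2 response read as EGFP and DsRed fluorescence by plate cytometry.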
EPAC1 antag – antagonists of human EPAC1; O95398; EPAC1 GEF assay, Rap1b-BODIPY-GDP exchange fluorescence; Potency, µM (doses to about 115 µM), for the others: at the top dose activity change, negative = inhibition, usual class: inhibitors; 360,000 compounds, 0.14% hits; AID 720709;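 note: potency is the fitted concentration of half-maximal effect; plate controls were vehicle for no effect and positive control for full effect; nearly all actives have a fitted effect of over 50% in size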
GLP1R inv ag – inverse agonists of human GLP-1 receptor. P43220. HEK293 GLP-1R CRE-luciferase, luminescence, 24 h; GLP-1R form is constitutively active. Potency, µM (doses to about 38.3 µM), for inactives: at the highest dose activity change, negative = inhibition, usual class: inhibitors. 410,000 compounds, 1.6% hits. AID 624417; note: potency is the fitted concentration of half-maximal effect; % is set by controls: 0 for no effect and ±100 for the full control effect; nearly all actives have a fitted effect of over 55% in size
Target sequence (P43220 whole entry, looked up): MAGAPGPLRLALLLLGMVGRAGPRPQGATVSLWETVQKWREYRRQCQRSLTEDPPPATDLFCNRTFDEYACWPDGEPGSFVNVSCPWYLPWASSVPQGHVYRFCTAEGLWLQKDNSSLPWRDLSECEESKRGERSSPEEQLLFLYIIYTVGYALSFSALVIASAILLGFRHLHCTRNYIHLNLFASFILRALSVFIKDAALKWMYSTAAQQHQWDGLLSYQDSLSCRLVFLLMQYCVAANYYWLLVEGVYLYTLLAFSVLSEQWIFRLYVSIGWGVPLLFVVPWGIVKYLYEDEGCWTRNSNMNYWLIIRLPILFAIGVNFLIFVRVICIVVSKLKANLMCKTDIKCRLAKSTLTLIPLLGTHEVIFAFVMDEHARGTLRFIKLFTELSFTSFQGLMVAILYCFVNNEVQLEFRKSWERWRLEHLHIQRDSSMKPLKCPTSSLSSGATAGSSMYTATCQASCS
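Cells are plated, allowed 12 hours at 37 deg C, then treated with compounds for 24 hr before luciferase detection reagent is added and luminescence is read after 12 min at room temperature. The HEK293 line carries constitutively active GLP-1R with a cAMP-responsive reporter.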
PTHR1 ag – PTHR1 (human) receptor agonism; Q03431; HEK293 GP2 PTHR1 cells, GloSensor cAMP luminescence, 1 h; Potency, µM (doses to about 115 µM), for inactives: at the top dose activation, most hits filed as activators; 410,000 compounds, 0.075% hits; AID 743266; note: potency is the fitted concentration of half-maximal effect; nearly all actives have a fitted effect of over 55% in size; some results filed as inactive show a strong effect at the top dose; inactives centre near -15; many of its hits are not listed in these tables
Target sequence (Q03431 whole entry, looked up): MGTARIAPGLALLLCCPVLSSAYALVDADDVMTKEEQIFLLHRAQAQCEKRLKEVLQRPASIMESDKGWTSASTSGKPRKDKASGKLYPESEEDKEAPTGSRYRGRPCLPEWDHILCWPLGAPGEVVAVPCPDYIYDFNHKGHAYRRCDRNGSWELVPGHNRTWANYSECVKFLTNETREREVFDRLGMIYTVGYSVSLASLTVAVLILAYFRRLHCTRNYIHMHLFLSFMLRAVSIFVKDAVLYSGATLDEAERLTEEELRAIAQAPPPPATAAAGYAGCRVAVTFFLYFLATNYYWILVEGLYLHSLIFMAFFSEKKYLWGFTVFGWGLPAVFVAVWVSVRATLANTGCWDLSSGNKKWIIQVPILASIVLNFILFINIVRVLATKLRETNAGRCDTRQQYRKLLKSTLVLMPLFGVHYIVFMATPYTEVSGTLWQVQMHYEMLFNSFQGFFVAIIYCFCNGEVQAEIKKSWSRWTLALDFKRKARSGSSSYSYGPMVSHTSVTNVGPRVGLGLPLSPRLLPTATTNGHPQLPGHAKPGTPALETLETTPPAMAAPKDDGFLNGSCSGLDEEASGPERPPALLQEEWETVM
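HEK-293-derived GP2 cells expressing PTHR1 and a GloSensor cAMP reporter, 3,000/well, plated overnight, given luciferin plus IBMX (each 0.5 mM as added) for 1 h at 37 °C, then compound for 1 h at 37 °C. Luminescence was read after 15 min at room temperature.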
EPAC1 agonist – agonists of human EPAC1; O95398; EPAC1 agonist qHTS, biochemical assay; response scale: 100% = response to 6.5 mM cAMP; Potency, µM (series often up to 154 µM), for inactives: top-dose activation, hits mostly activators; 360,000 compounds, 0.073% hits; note: potency is the fitted concentration of half-maximal effect; nearly all actives have a fitted effect of over 60% in size
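Compounds were pinned as a concentration titration into mixtures of EPAC1 (100 nM), BODIPY-GDP-loaded Rap1B (250 nM) and GDP (50 uM). After 5 min at room temperature, fluorescence was followed for 30 min; activity was scaled to 6.5 mM cAMP.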
PLK1 PBD block – inhibitors of human PLK1 polo-box domain binding | P53350 | Plk1 PBD binding of FITC phosphopeptide, fluorescence polarization | Potency, µM, inactives show max response, negative = inhibition, actives largely listed as inhibitors | 360,000 compounds, 2.8% hits; note: potency is the fitted concentration of half-maximal effect; series mostly up to about 57 µM; % is set by controls: 0 for no effect and ±100 for the full control effect; nearly all actives have a fitted effect of over 65% in size
GLP1R cytotox – cytotoxic in the GLP-1 receptor inverse agonist counter-screen; HEK293 cAMP-luciferase reporter cells, luminescence, 24 h; Potency, µM (doses to about 38.3 µM), inactives show at the top dose activity change, negative = inhibition, hits mostly inhibitors; 410,000 compounds, 0.13% hits; AID 624418;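 note: loss of luciferase light is scored as toxicity; potency is the fitted concentration of half-maximal effect; % is set by controls: 0 for no effect and ±100 for the full control effect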
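Step one: seed cells (200 cells/uL, DMEM with 10% Nu serum, 1% pen-strep). Step two: 12-hour incubation at 37 deg C. Step three: pin 23 nL compound, incubate 24 hr. Step four: add luciferase reagent, read luminescence 12 min later.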
GLP-1R agonist – activates the human GLP-1 receptor; AID 624172; HEK293 GLP-1R CRE-luciferase, luminescence, 4-6 h; cells express a hypersensitive GLP-1R form; Potency, µM (series often up to 45.6 µM), without a hit: at the top dose activation, usual class: activators; 380,000 compounds, 0.007% hits; P43220; note: potency is the fitted concentration of half-maximal effect; % of control where 0% means no effect
PI5P4K alpha inh – PI5P4K alpha (human) kinase inhibition; 330,000 compounds, 1.2% hits; AID 652105; PI5P4Kalpha enzyme, ADP-Glo luminescence, 60 min; stronger effect = lower value; P48426; max response, %; active = max response of -50% or lower; inconclusive = between -30% and -50%; inactive = -30% or higher; note: value at the top dose of about 77 µM; % is set by controls: 0 for no effect and ±100 for the full control effect
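PI5P4Kalpha ADP-Glo assay; 5 microM ATP final; 60 min RT reaction; HEPES pH 7.4/EGTA/CHAPS, 5% DMSO; controls lacking substrate or enzyme; luminescent end-point.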
* = called active by the depositor; i = inactive; ? = inconclusive; nt = not tested or not shown; [ ] = dose if it differs, or a comment. Unless noted, calls come from the whole dose curve; as a rule, active = well fitted curve in the direction sought with a large enough effect; inconclusive = small, poorly fitted or top-dose-only effect, or another doubt; inactive = no such curve, though single readings can be large; an effect the other way counts as inactive or inconclusive. A portion of the library (hit frequency here may not be typical).

SMILES	IL2 activator	EPAC1 antag	GLP1R inv ag	PTHR1 ag	EPAC1 agonist	PLK1 PBD block	GLP1R cytotox	GLP-1R agonist	PI5P4K alpha inh
C=CCn1c(SCc2nc3sc(C(=O)O)c(C)c3c(=O)[nH]2)nnc1-c1ccccc1	-2.8	-1.7%	-9.3%	7.2%	8.0%	-23.6%	8.7%	-0.6%	-66.7*
O=C1NC2(CCCc3ccccc32)C(=O)N1Cc1nnc(-c2ccccc2Br)o1 (stereo not given)	-3.7	13.5%	-0.3%	-58.3%[inhibitor]	19.0%	-3.8%	-10.2%	6.5%	-17.0
CCCOc1ccc(-c2cn3ccccc3n2)cc1[N+](=O)[O-]	-2.7	-26.3%	8.6%	-13.0%	-4.2%	-9.3%	4.7%	28.2%	11.9
OC(COc1ccccc1)Cn1c2ccccc2c2ccccc21 (stereo not given)	-0.2	-6.7%	?	i	5.2%	6.9%	-3.4%	30.5%	0.2
COc1cccc(NC(=O)CN(C)C(=O)c2c(C)nn(Cc3ccc(C)cc3)c2Cl)c1	0.0	1.5%	?	i	0.4%	1.7%	-17.9%	6.0%	0.9
CN(C)c1ccc(NS(=O)(=O)c2cc(Cl)ccc2Cl)cc1	-2.7	0.3%	?	i	10.7%	2.0%	?	-0.3%	2.4
CCc1cccc(NC(=O)Nc2ccc3c(c2)OCO3)c1	-0.5	-22.2%	?	-9.8%	-2.1%	-5.8%	-14.5%	15.1%	2.6
O=c1c2[nH]c3ccc(F)cc3c2ncn1CC1CCCO1 (stereo not given)	1.2	-1.6%	12.3%	-6.2%	1.7%	-0.4%	2.8%	2.9%	12.3
CC(=O)NCC(=O)OCC(=O)Nc1ccc(C(C)=O)cc1	-3.2	10.0%	-2.2%	i	-3.8%	-5.4%	-9.2%	4.3%	-2.3
O=c1c2ccccc2ncn1-c1ccccc1C(F)(F)F	0.8	14.1%	-4.6%	i	-6.4%	-4.9%	3.0%	-0.5%	-3.9
CCN1CCN(C2=C(NS(=O)(=O)c3ccc(NC(C)=O)cc3)C(=O)c3ccccc3C2=O)CC1	0.8	-13.8%	-29.6%	i	4.6%	-12.7%	?	-4.3%	2.5
Cc1ccc(OCC(=O)NCCCNC(=O)c2cccnc2)cc1	-0.4	-13.3%	0.1%	-16.0%	-0.3%	-13.7%	-7.9%	10.8%	-1.0
O=C(CN1C(=O)NC2(CCCCCC2)C1=O)NCc1ccccc1	0.2	2.0%	17.0%	-24.7%	-0.1%	3.0%	5.6%	-4.1%	3.9
N#Cc1ccccc1CSc1ccccn1	-2.8	-4.4%	15.5%	i	8.4%	?	5.0%	6.0%	nt
COC(=O)C(C)Sc1nc2c(c(=O)n1-c1ccccc1)SCC2 (stereo not given)	0.0	1.2%	13.6%	-14.5%[57.5 µM]	-2.2%	-8.8%	3.0%	-1.6%	0.9
CCN(CC)CCNC(=O)c1ccc(NC(=O)c2cc(-c3ccncc3)nc3ccccc23)cc1	0.1	22.7%	12.6µM*	i	-19.1%	0.8%	-24.0%	1.2%	-5.2
O=C1CCCCCN1Cc1ccccc1	0.0	-10.4%	3.8%	i	9.9%	29.9µM*	13.7%	2.3%	1.3
CCOc1ccccc1-c1n[nH]c(=S)o1	8.0	6.5%	-1.8%	-35.1%[inhibitor][57.5 µM]	11.2%	-6.1%	3.5%	-9.3%	nt
O=C(COC(=O)COc1ccccc1F)NC1CC1	-0.1	-1.5%	-1.5%	i	7.9%	-5.1%	-4.6%	-0.5%	-0.8
O=C(NC1CCCC1)c1ccccc1-c1nc2ccccc2[nH]1	2.0	11.7%	7.4%	i	-6.5%	0.4%	-6.2%	-5.6%	7.0
COc1ccccc1CNC(=O)c1cn(C)c(=O)c2cc(OC)c(OC)cc12	1.5	-13.1%	15.7%	i	0.0%	18.9µM*	-10.5%	0.4%	-26.5
O=C(c1cnn(-c2ccccc2)c1)c1cc(F)ccc1O	-1.8	-7.7%	0.1%	i	-6.1%	2.3%	28.6%	8.2%	3.0
CNC(=S)N/N=C/c1c2ccccc2c(Cl)c2ccccc12	11.4	-4.4%	7.94µM*	i	-0.5%	?	3.55µM*	0.0%	-10.4
CC(=O)C(Cc1ccccc1)NC(=O)CN1CCN(Cc2ccccc2)CC1 (stereo not given)	0.3	17.8%	5.1%	i	6.3%	-2.1%	-3.1%	-1.8%	4.3
CCOc1ccc(C(NC(=O)/C=C/c2ccco2)c2ccc(OC)c(OC)c2)cc1 (stereo not given)	-3.8	-8.6%	0.0%	-0.8%	1.2%	-8.9%	11.6%	-7.6%	0.7
COc1ccccc1CNC(=O)COC(=O)C1CCN(S(=O)(=O)c2ccc(C)c(C)c2)CC1	-2.5	-9.0%	0.4%	7.2%	3.2%	-9.5%	-2.4%	-0.8%	4.7
Cc1ccc(CNC(=O)NC2CCCCC2)cc1	0.9	-2.8%	1.3%	-47.7%[inhibitor][57.5 µM]	-4.1%	1.5%	-6.4%	-2.1%	-0.8
CCCn1c(=S)[nH]c2cc(C(=O)N3CCN(C4CCCCC4)CC3)ccc2c1=O	-0.3	15.3%	-11.1%	-23.2%	-8.2%	0.6%	-16.0%	4.1%	0.8
CC(C)(CO)Nc1nc(Cl)nc(NC2CCCCC2)n1	-0.5	-11.7%	17.4%	i	6.7%	-2.3%	9.9%	15.5%	-0.8
CCOC(=O)CSc1nc(-c2ccccc2)nc2ccccc12	-0.8	-24.2%	?	-4.1%[57.5 µM]	8.8%	0.4%	14.4%	13.2%	16.7
CC1(C)CC(=O)C2=C(C1)c1c(ccc3ccccc13)NC2c1ccc(C(=O)O)cc1 (stereo not given)	-0.1	4.3%	-3.2%	-15.4%	-4.0%	-18.7%	434.0%[activator]	-0.9%	-4.6
Nc1nc(Nc2ccc(Cl)cc2)nc(NCc2ccco2)c1[N+](=O)[O-]	-4.5	-13.2%	8.7%	-4.3%	0.8%	2.6%	0.0%	?	-54.2*
O=C(CCCc1ccccc1)NCc1cn2ccsc2n1	-3.9	?	6.8%	-24.9%	0.7%	1.0%	-1.2%	4.2%	1.2
CC(=O)Nc1ccc(S(=O)(=O)N2CCN=C2SCc2cccc(C)c2)cc1	-0.6	-26.7%	?	-34.1%[inhibitor]	?	-2.0%	-3.0%	17.6%	6.3
O=[N+]([O-])c1ncccc1OCc1ccc(Br)cc1F	0.2	11.4%	13.2%	i	0.2%	-6.2%	13.3%	6.8%	-6.4
CC1=C(C(=O)Nc2cccc(C(F)(F)F)c2)C(c2ccccc2)n2ncnc2N1 (stereo not given)	nt	nt	-3.9%	i	nt	nt	-7.1%	-4.6%	nt
Cc1ccc(S(=O)(=O)CC(=O)N(CCCN2CCOCC2)c2nc3c(F)cccc3s2)cc1	1.5	3.0%	37.0%[activator]	-3.3%	1.9%	4.0%	-18.4%	-0.1%	2.3
COc1cc(C(=O)NNC(=O)c2n[nH]c3ccccc23)cc(OC)c1OC	1.4	0.3%	8.2%	i	-1.7%	0.4%	-7.9%	9.8%	0.7
COCCn1c(C23CC4CC(CC(C4)C2)C3)n[nH]c1=S	1.3	1.1%	?	i	-5.9%	-10.0%	?	-13.0%	-1.2
O=C(Nc1ccc(Oc2cccnc2)cc1)C1CCN(Cc2ccc(F)cc2)CC1	-4.1	-12.2%	?	-4.4%	3.6%	-13.0%	-3.3%	0.4%	6.0
CCCN(CCC)CCNS(=O)(=O)c1ccc2c(c1)CCN2C(=O)C1CCC1	1.1	15.2%	18.9%	i	3.4%	-10.7%	-18.4%	17.9%	nt
COC(=O)CS(=O)(=O)c1cc([N+](=O)[O-])ccc1NC(=O)OC	-0.3	-11.6%	2.5%	45.0%	-16.6%	-3.0%	-2.5%	3.1%	8.5
O=C1c2cccc3cccc(c23)C(=O)N1c1ccccn1	-0.9	-18.2%	1.2%	-24.4%	1.0%	-10.7%	8.1%	4.1%	6.2
Cc1cccc(OCc2nn[nH]n2)c1C	-2.4	-2.6%	17.2%	?	-1.7%	0.0%	0.1%	5.7%	0.4
C=CCc1cccc2cc(C(=O)Nc3ccc(NC(C)=O)cc3)c(=O)oc12	-1.3	?	-0.2%	i	6.8%	-9.2%	-45.1%	4.5%	-1.3
O=C(c1ccccn1)N(c1ccccc1)C1(C(=O)NC2CCCCC2)CCCCC1	0.7	1.6%	22.9%[7.66 µM]	i	-5.4%	7.6%	-2.2%[7.66 µM]	-2.2%	4.7
CSc1ncccc1C(=O)OCc1ccccc1F	-0.1	-14.3%	36.5%	i	3.5%	-5.6%	-8.6%	27.6%	15.0
O=c1[nH]c(C2CCCN(S(=O)(=O)c3ccccc3Cl)C2)nc2c1nnn2Cc1ccc2c(c1)OCCO2 (stereo not given)	1.1	-1.3%	60.9%[activator]	-80.5%[inhibitor]	-3.3%	-0.4%	5.9%	-1.5%	-1.1
CC1(C)CC(NC(=O)COc2ccc3c4c(c(=O)oc3c2)CCCC4)CC(C)(C)N1	-0.7	22.4%	-11.4%	i	4.0%	-1.8%	-2.7%	5.8%	-0.5
CC(OC(=O)CSc1ccc([N+](=O)[O-])cc1)C(=O)NC1CC1 (stereo not given)	-1.8	8.1%	0.6%	i	12.9%	?	1.5%	13.0%	-7.0
CC1=C(C#N)C(Nc2ccc(Cl)cn2)(C(F)(F)F)C(=O)N1 (stereo not given)	0.4	4.4%	31.1%[activator]	-5.7%	-7.0%	-3.7%	5.9%	1.7%	nt

Compound activity as filed in PubChem BioAssay.
